# Bioassay records: PubChem, National Center for Advancing Translational Sciences (NCATS)
# HTT cytoprotect: cytoprotection in Huntington HTT-Q103 PC12 cell model. PC12 HTT-Q103 induced, cytoprotection, ATP luminescence, 40 h. Potency, µM (titrated, usually from 56.4 µM), without a hit: cytoprotection (ATP increase), usual class: activators. actives 0.14% (n = 230,000);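 further: % of control where 0% means no effect; nearly all actives have a fitted effect of over 45% in size; toxic huntingtin expression switched on by the ecdysone agonist tebufenozide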
#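 Huntington model: PC12 line, ecdysone-inducible HTTQ103 exon1–GFP, tebufenozide 100 nM. Test articles in a dose series. Endpoint luminescence from cellular ATP.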
# TR SRC2 fluor cs: alters Texas Red total fluorescence, flagging assay interference. TRb/SRC2 Texas Red total fluorescence interference. Potency, µM (titrated, usually from 106 µM), without a hit: top-dose fluorescence change, negative = quenching. actives 0.29% (n = 280,000); active means well fitted curve in either direction with a large enough effect; inconclusive means small, poorly fitted or top-dose-only effect; further: on the % scale 0 is the no-effect control and ±100 the full control effect
#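 Flags fluorescent or light-absorbing compounds by total fluorescence, S + 2P, at 555 nm excitation and 632 nm emission. Mixture: 20 nM Texas Red SRC2 peptide, 0.6 uM human TRb LBD, 1 uM T3, 5% DMSO; compound exposure 5 h at ambient temperature.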
# Tau ThT inhib: inhibitors of human tau fibril formation, thioflavin T binding | P10636 | recombinant tau K18 P301L, heparin-induced fibrillization, ThT fluorescence | Potency, µM (highest dose often 57.4 µM), for the others: at the top dose activity, negative = inhibition, actives largely listed as inhibitors | actives 2.1% (n = 270,000) | AID 1460; further: on the % scale 0 is the no-effect control and ±100 the full control effect; nearly all actives have a fitted effect of over 55% in size
# Target sequence (P10636 561-689 P618L limits assumed): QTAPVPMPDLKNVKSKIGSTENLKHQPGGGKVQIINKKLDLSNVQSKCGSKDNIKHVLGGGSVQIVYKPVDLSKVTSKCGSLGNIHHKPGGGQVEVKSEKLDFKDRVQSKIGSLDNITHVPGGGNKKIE
#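 Tau K18 P301L fragment (15 uM unlabeled plus 0.24 uM Alexa 594-labeled) in 100 mM sodium acetate pH 7 with compound, fibrillization induced by 20 uM heparin for 6 hr at 37 C. Thioflavin T (30 uM) added, fluorescence read after 1 hr (ex 450, em 510 nm).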
# Tau fibril FP: inhibitors of human tau fibril formation | P10636 | K18 P301L tau heparin fibrillization, Alexa594 FP, 6 h | Potency, µM (titrated, usually from 57.7 µM), for inactives: at the highest dose activity, negative = inhibition, actives largely listed as inhibitors | actives 0.39% (n = 280,000) | AID 1468; further: on the % scale 0 is the no-effect control and ±100 the full control effect; nearly all actives have a fitted effect of over 55% in size
#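 Human K18 P301L fragment (15 uM unlabeled plus 0.24 uM Alexa 594-labeled) in 100 mM sodium acetate pH 7 with compound, aggregation induced by 20 uM heparin for 6 hr at 37 C. ThT (30 uM) added for 1 hr, then Alexa 594 FP read.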
# Tau fluor cs: counter-screen for tau fibril formation inhibitors | tau K18 P301L (four-repeat tau fragment) Alexa594 fluorescence, heparin fibrillization | Potency, µM (titrated, usually from 57.7 µM), for the others: at the top dose activity change, negative = decrease | actives 0.93% (n = 280,000) | AID 1463; further: on the % scale 0 is the no-effect control and ±100 the full control effect; nearly all actives have a fitted effect of over 55% in size
#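 Human K18 P301L tau (15 uM unlabeled plus 0.24 uM Alexa 594-labeled, final) in 100 mM sodium acetate pH 7 was mixed with compound and 20 uM heparin and incubated 6 hr at 37 C.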
# L3MBTL1 block: L3MBTL1 (human) inhibition | AlphaScreen L3MBTL1–H3K9me1 peptide binding | Potency, µM (series often up to 57.1 µM), for the others: top-dose activity, negative = inhibition, most hits filed as inhibitors | actives 0.66% (n = 230,000); further: on the % scale 0 is the no-effect control and ±100 the full control effect; nearly all actives have a fitted effect of over 60% in size
#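 L3MBTL1 50 nM + b-AHA-H3(1-15)K9me1 75 nM, 30 min RT; compound added, 30 min RT; streptavidin donor/Ni-chelate acceptor beads 10 ug/mL each final, 30 min RT dark; AlphaScreen read.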
# RECQ1 inh: blocks DNA unwinding by human RECQ1; AID 2549; P46063; RECQ1 DNA unwinding, red fluorescence kinetic read; actives 0.54% (n = 240,000); Potency, µM (titrated, usually from 57.3 µM), without a hit: at the top dose activity, negative = inhibition, actives largely listed as inhibitors;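 further: plate controls were vehicle for no effect and no enzyme for full effect; nearly all actives have a fitted effect of over 30% in size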
#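 50 nM RECQ1T1 preincubated 15 min with compound in Tris pH 8.0 buffer with MgCl2, DTT, Tween-20 and 2.5 ug/ml poly(dI-dC); started with 200 nM TAMRA/BHQ-2 forked duplex and 2 mM ATP. Unwinding read as fluorescence (525/598 nm), two reads 2 h apart.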
# TRb SRC2 PPI: disrupts binding of human TR beta to SRC2. P10828. TRbeta-SRC2 peptide binding, fluorescence polarization; receptor liganded with 1 µM T3. Potency, µM (highest dose often 106 µM), for the others: top-dose activity change, negative = inhibition, hits mostly inhibitors. actives 0.065% (n = 280,000);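 further: plate controls were bound peptide for no effect and peptide without receptor for full effect; nearly all actives have a fitted effect of over 50% in size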
# Target sequence (P10828 whole entry, looked up): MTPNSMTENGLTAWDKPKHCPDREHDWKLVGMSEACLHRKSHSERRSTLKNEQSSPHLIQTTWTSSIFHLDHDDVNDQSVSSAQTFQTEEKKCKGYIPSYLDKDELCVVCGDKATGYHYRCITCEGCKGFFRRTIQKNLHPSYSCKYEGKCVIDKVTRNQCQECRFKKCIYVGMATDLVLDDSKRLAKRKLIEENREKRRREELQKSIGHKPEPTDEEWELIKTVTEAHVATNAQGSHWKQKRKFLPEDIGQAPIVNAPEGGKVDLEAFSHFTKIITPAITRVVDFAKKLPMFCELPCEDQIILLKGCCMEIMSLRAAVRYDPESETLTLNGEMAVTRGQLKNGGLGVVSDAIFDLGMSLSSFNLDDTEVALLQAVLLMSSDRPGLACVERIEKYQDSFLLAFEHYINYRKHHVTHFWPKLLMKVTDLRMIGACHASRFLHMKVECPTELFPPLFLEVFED
#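 Binding of a 20-amino-acid Texas Red SRC2 peptide (20 nM) to TRb ligand-binding domain (0.6 uM) with agonist T3 at 1 uM was followed by fluorescence polarization after a 5 hr room-temperature incubation.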
# An asterisk follows results filed as active; i = inactive; ? = inconclusive; nt = no result given; [ ] = remark or other dose. Unless noted, the call rests on the fitted dose curve; in most records, active means well fitted curve in the direction sought with a large enough effect; inconclusive means small, poorly fitted or top-dose-only effect, or another doubt; inactive means no such curve, though single readings can be large; an effect the other way counts as inactive or inconclusive. Potency means the concentration at half of the fitted maximal effect. Not all compounds are listed; count on the stated rates, not on these rows.
SMILES,HTT cytoprotect,TR SRC2 fluor cs,Tau ThT inhib,Tau fibril FP,Tau fluor cs,L3MBTL1 block,RECQ1 inh,TRb SRC2 PPI
COc1ccccc1NC(=S)N(CCCN(C)C)Cc1cc2cc3c(cc2[nH]c1=O)OCO3,-5%[10 µM],0%,-10%,-2%,-14%,-5%,3%,-5%
COc1ccc(Cn2c(C)nc3c(c(=O)c4ccccc4n3C)c2=O)cc1,-5%[10 µM],-6%,-20%,-14%,-17%,-5%,-4%,-1%
O=C(N/N=C/c1cccs1)c1n[nH]c2c1CCCC2,-46%[inhibitor][10 µM],-2%,nt,2%,4%,nt,-12%,-7%
C[C@@H]1C=C[C@](Cc2ccccc2)(C(=O)O)N1C(=O)c1ccccc1,0%,0%,-3%,-5%,-7%,nt,i,7%
S=C1NCCOCCOCCOCCOCCNC(=S)NCCOCCOCCOCCOCCN1,18%[10 µM],-1%,-6%,-2%,-4%,5%,-4%,0%
COCCNc1nnc(SCC(=O)Nc2sc3c(c2C(=O)c2ccccc2)CCCC3)s1,20%[10 µM],-4%,?,3%,-28%,-23%,-5%,7%
O=S(=O)(c1ccc(Cl)cc1)N1CCN(S(=O)(=O)N2CCCCCC2)CC1,-7%[10 µM],-2%,8%,3%,5%,47%[activator],5%,-2%
CSc1nc(C)c(CCO)c(=O)[nH]1,14%[10 µM],-4%,6%,-8%,5%,12%,1%,-4%
CCNC(=S)N=Nc1c(O)[nH]c2ccc([N+](=O)[O-])cc12,-49%[inhibitor],-5%,?,6%,-13%,-23%,-8%,7%
Cc1ccccc1C1C(C#N)=C2N=C(N)c3c(sc4c3CCCCC4)N2C2=C1C(=O)CCC2 (configuration not stated),-29%,1%,?,5%,-20%,-19%,-19%,-1%
Cc1cnc(NC(=O)CSc2ccccc2)s1,1%,0%,-11%,-6%,-7%,nt,i,0%
COC(=O)c1ccc(C(=O)OC)c(NC(=S)N2CCOCC2)c1,-21%,-1%,-5%,-5%,1%,-1%,i,5%
CCCCn1nnnc1NCc1ccc(N(CC)CC)cc1,13%,3%,-6%,6%,-15%,nt,8%,6%
Cc1nn(C)c(C)c1NC(=O)CSc1nc(C2CC2)nc2c1cnn2-c1ccccc1,-6%,1%,-10%,-1%,4%,3%,-6%,-14%
CCN(CC)C(=O)NC1CCCCCCC1,-26%,0%,-6%,14%,0%,1%,i,-4%
Cc1cccc(C(=O)Nc2ccc(O)cc2C(=O)O)c1,20%,-5%,-9%,1%,-10%,-6%[11.4 µM],i,5%
NC(=O)C(=O)N/N=C/c1c(F)c(F)c(F)c(F)c1F,30%,0%,-2%,-1%,-2%,-8%,-6%,-4%
CCc1cc2c(cc3c(=O)n(CC(=O)NCc4cc(Br)ccc4OC)ncn32)s1,nt,6%,?,-10%,-7%,nt,nt,3%
CCC(Oc1ccccc1)C(=O)NC1CCSC1=O (configuration not stated),-12%[10 µM],-2%,-7%,-6%,8%[2.34 µM],0%,-5%,-3%
Cc1cc(C)n(C2CC(=O)N(c3cc(Cl)cc(Cl)c3)C2=O)n1 (configuration not stated),1%[10 µM],1%,-9%,5%,-6%,6%,i,6%
O=C(Nc1ccc2c(c1)C(=O)N(CC1CCCO1)C2=O)c1ccc(Cl)c(Cl)c1 (configuration not stated),-1%,-1%,-5%,?,?,nt,9%,-9%
COc1ccc(S(=O)(=O)N(C)C)cc1NC(=O)Cc1c[nH]c2ccccc12,nt,-1%,0%,6%,-19%,-2%,-1%,-6%
CNCCOc1ccccc1C(C)(C)C,10%[10 µM],0%,2%,-1%,-6%,nt,i,-1%
O=C(CCSc1nnc2scc(-c3ccccc3)n12)NCc1ccc2c(c1)OCO2,13%[0.074 µM],-3%,-17%,3%,-3%,-7%,-1%,-3%
O=S(=O)(c1ccc(Br)cc1)c1nc(-c2ccco2)oc1SCc1ccccc1Cl,nt,1%,-3%,-11%,?,nt,nt,5%

# Given as labelled records: part of the list above
Cc1cnc(NC(=O)CSc2ccccc2)s1
  HTT cytoprotect = 1%
  TR SRC2 fluor cs = 0%
  Tau ThT inhib = -11%
  Tau fibril FP = -6%
  Tau fluor cs = -7%
  L3MBTL1 block = nt
  RECQ1 inh = i
  TRb SRC2 PPI = 0%

COc1ccc(Cn2c(C)nc3c(c(=O)c4ccccc4n3C)c2=O)cc1
  HTT cytoprotect = -5%[10 µM]
  TR SRC2 fluor cs = -6%
  Tau ThT inhib = -20%
  Tau fibril FP = -14%
  Tau fluor cs = -17%
  L3MBTL1 block = -5%
  RECQ1 inh = -4%
  TRb SRC2 PPI = -1%

O=C(Nc1ccc2c(c1)C(=O)N(CC1CCCO1)C2=O)c1ccc(Cl)c(Cl)c1 (configuration not stated)
  HTT cytoprotect = -1%
  TR SRC2 fluor cs = -1%
  Tau ThT inhib = -5%
  Tau fibril FP = ?
  Tau fluor cs = ?
  L3MBTL1 block = nt
  RECQ1 inh = 9%
  TRb SRC2 PPI = -9%

CCN(CC)C(=O)NC1CCCCCCC1
  HTT cytoprotect = -26%
  TR SRC2 fluor cs = 0%
  Tau ThT inhib = -6%
  Tau fibril FP = 14%
  Tau fluor cs = 0%
  L3MBTL1 block = 1%
  RECQ1 inh = i
  TRb SRC2 PPI = -4%

# Next part.
SMILES,HTT cytoprotect,TR SRC2 fluor cs,Tau ThT inhib,Tau fibril FP,Tau fluor cs,L3MBTL1 block,RECQ1 inh,TRb SRC2 PPI
COC(=O)c1cc(-c2cccc(OC)c2)on1,-10%,1%,-4%,1%,-3%,9%,i,-18%
CC(C)C(=O)N1CCN(c2ccccc2NC(=O)c2cccc(Cl)c2)CC1,-13%,0%,-8%,6%,-1%,5%,-6%,-20%
Cn1c(SCC(=O)NCc2ccco2)nc2ccccc2c1=O,-11%[10 µM],2%,-9%,-1%,-7%,2%,9%,-3%
COc1ccc(Cn2c(CO)cnc2SCc2ccccc2C)cc1,nt,1%,2%,2%,-3%,nt,nt,-3%
COc1ccc2oc(C(=O)NN3C(C)CCCC3C)c(C)c2c1 (configuration not stated),5%[10 µM],-4%,5%,2%,0%,1%,-2%,7%
O=C(O)c1cccc(NC(=S)N/N=C/c2ccccc2OCc2ccc(Br)cc2)c1,11%,-1%,?,-2%,-10%,-23%,-1%,7%
CCC(C)(C)C1CCc2[nH]nc(C(=O)NN)c2C1 (configuration not stated),3%[10 µM],0%,3%,-1%,-1%,-4%,-5%,-5%
COc1ccc(C2C(C(=O)Nc3cccnc3)=C(C)Nc3nc(-c4cccs4)nn32)cc1 (configuration not stated),16%[10 µM],1%,-4%,-3%,-9%,1%,-6%,-1%
CCOC(=O)N1CCN(CC(=O)Nc2cc3c(cc2C(C)=O)OCO3)CC1,-11%,2%,12%,-6%,0%,-4%,i,-17%
Cc1ccc(N2C(=O)NC(NS(=O)(=O)c3ccc(Cl)cc3)(C(F)(F)F)C2=O)cc1C (configuration not stated),nt,?,3%,-10%,-7%,nt,nt,1%
CC(=O)Nc1sc2c(c1C(=O)N1CCOCC1)CCCCC2,12%,7%,-7%,-1%,-4%,2%,-2%,-4%
O=C(Nc1ccc2c(c1)OCO2)Nc1ccccn1,-54%[inhibitor],7%,-4%,7%,-6%,nt,11%,3%
Cc1ccc(S(=O)(=O)N(C)c2c(C)ccc(S(=O)(=O)N3CCN(C)CC3)c2C)cc1,-6%[10 µM],-3%,1%,3%,-9%,-3%,-1%,-6%
O=C1C2C3CCCC3=C3CCCC3C2C(=O)N1c1ccccc1 (configuration not stated),14%,1%,-14%,-7%,-4%,-16%,-7%,-7%
O=C(CN1C(=O)CSC1=O)N1CCCCC1,-12%[10 µM],-7%,-5%,4%,-1%,3%,-2%,2%
Nc1c(C(=O)CCC(=O)O)oc2ccc(Cl)cc12,-4%,1%,-5%,2%,-1%,nt,-1%,-8%
CC1=C2[C@@H]([C@H](C)CC[C@H]2/C=C(\C)C(=O)O)[C@H](O)C1,0%,-2%,nt,nt,nt,nt,10%,2%
Cc1cc(C)c(/C=C/c2onc(C)c2S(=O)(=O)N2CCC(C(=O)Nc3cccc(C)c3C)CC2)c(C)c1,nt,?,11%,-6%,5%,nt,nt,6%
COc1ccc(C(=O)NCC(=O)OCc2csc(-c3ccccc3)n2)cc1,41%[10 µM],-2%,-9%,-8%,-11%,-4%,-1%,5%
CCCCn1c(=O)n(-c2cc(OC)ccc2OC)c(=O)c2c3c(sc21)CN(C(C)=O)CC3,nt,2%,-2%,0%,0%,nt,nt,-2%
O=C(Cc1n[nH]c(=O)[nH]c1=O)N/N=C/c1cccc(Cl)c1,6%[10 µM],0%,-5%,-2%,-6%,-11%,-1%,-1%
COc1cccc(C(C)N(C)Cc2nc(-c3ccoc3)oc2C)c1 (configuration not stated),5%[10 µM],-6%,6%,-3%[2.34 µM],14%,-2%,-5%,0%
COc1ccc(CCNC(=O)c2cc(-c3ccc(C)cc3)nc3n[nH]c(-c4ccccc4)c23)cc1OC,nt,5%,2%,-3%,-10%,nt,nt,-1%
CCC(=O)N1CCc2cc(CNC(=O)c3cccc(N(C)C)c3)ccc21,nt,-5%,-18%,6%,-10%,nt,nt,-2%
